# Screens as filed in PubChem BioAssay.
# CD11b adhes inh: CD11b/CD18-fibrinogen binding inhibition. K562 CD11b/CD18 adhesion to fibrinogen, ATPlite luminescence; Mn2+ added to activate the integrin. AID 1497. hit rate 0.54% among 93,000. inhibition, % at 10 µM. P05107+P11215;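 active means primary inhibition of 50% or more at 10 µM, then 40% or more on retest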; further: some results filed as inactive read as strong as hits
# PLAP activator: human PLAP activation; P05187; purified PLAP enzyme, luminescent substrate read-out; hits give high values; activation fold at 20 µM; hit rate 1.2% among 96,000; AID 696; in the data active means activation fold above about 2
# MT1-MMP txn act: activates MT1-MMP transcription; HT1080 MT1-MMP promoter luciferase reporter, luminescence, overnight; hits give high values; activation factor at 10 µM; hit rate 0.16% among 86,000; AID 750;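 active means activation factor of at least 2 for MT1-MMP transcription at 10 µM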
# Mac1 fbg enh: enhancers of human CD11b/CD18 binding to fibrinogen; K562 CD11b/CD18 adhesion to fibrinogen, ATPlite luminescence; hit rate 0.07% among 93,000; activation, % at 10 µM; P05107+P11215;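 active means 10 µM primary screen giving 50% or more activity, confirmed by 40% or more on retest at that dose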; further: strong numbers were not always called active; reference of the scale not given here
# CYP2C19 act: increases human CYP2C19 enzyme activity; P33261; recombinant CYP2C19, luciferin-H EGE luminescence; hits give high values; 0 = fully inhibited enzyme, 1 = untreated enzyme; activation factor at 5 µM; 96,000 tested, under 10 active; AID 1025;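 active means activation factor of at least 2 at 5 µM in the primary screen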;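 further: 0 = wells with 2.5 mM tranylcypromine and 1 = vehicle-only wells; values of inactives mirror those of a sister screen read the other way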
# Target sequence (P33261 whole entry, looked up): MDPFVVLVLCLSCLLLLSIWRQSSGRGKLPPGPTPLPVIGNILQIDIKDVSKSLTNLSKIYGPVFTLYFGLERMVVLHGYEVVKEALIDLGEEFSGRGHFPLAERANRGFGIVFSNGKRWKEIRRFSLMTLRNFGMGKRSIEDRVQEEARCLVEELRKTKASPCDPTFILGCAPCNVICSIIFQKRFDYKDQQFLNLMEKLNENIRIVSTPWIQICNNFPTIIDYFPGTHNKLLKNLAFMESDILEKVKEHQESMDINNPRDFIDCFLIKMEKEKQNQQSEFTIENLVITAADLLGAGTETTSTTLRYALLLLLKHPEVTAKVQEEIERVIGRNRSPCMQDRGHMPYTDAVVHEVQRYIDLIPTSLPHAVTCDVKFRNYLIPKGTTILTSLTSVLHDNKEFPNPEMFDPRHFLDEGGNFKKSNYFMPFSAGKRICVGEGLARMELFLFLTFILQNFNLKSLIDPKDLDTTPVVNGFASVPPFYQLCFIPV
# CYP2C9 activ: CYP2C9 (human) activation | P11712 | recombinant CYP2C9, luciferin-H conversion, luminescence; hits give high values; factor 1 = untreated enzyme, 0 = blocked | activation factor at 5 µM | hit rate 1.4% among 96,000 | AID 1024;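 active means activation factor of 2 or more for CYP2C9 at a 5 µM dose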;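 further: 0 = sulfaphenazole-blocked wells and 1 = vehicle-only wells; values of inactives mirror those of a sister screen read the other way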
# Target sequence (P11712 whole entry, looked up): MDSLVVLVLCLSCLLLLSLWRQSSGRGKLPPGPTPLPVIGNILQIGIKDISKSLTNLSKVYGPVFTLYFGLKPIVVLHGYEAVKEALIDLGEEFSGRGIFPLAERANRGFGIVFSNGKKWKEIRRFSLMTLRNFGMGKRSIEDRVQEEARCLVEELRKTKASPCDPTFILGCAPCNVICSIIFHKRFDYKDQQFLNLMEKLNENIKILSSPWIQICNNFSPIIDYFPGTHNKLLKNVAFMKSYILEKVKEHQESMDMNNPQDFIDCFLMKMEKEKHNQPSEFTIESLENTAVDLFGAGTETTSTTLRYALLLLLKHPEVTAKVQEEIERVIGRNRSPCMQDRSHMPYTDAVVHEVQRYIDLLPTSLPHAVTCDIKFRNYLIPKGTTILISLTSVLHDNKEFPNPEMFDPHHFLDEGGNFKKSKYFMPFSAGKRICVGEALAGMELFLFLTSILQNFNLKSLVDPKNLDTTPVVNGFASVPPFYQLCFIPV
# CYP2C9 inhib: human CYP2C9 inhibition; CYP2C9 Supersomes, luciferin-H conversion, luminescence; inhibition, % at 5 µM; hit rate 20% among 96,000;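 active means blocking of liver enzyme CYP2C9 beyond about 50% at 5 µM, limit read from the data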; further: values of inactives mirror those of a sister screen read the other way
# CYP2C19 inh: inhibitors of human CYP2C19 | P33261 | CYP2C19 Supersomes, luciferin-H EGE luminescence, 30 min | inhibition, % at 5 µM | hit rate 21% among 96,000;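 active means CYP2C19 inhibition above a set limit at 5 µM in the primary screen, cut at about 50% in these data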;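 further: plate controls were negative control wells for no effect and 2.5 mM tranylcypromine positive control for full effect; values of inactives mirror those of a sister screen read the other way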
# PTK2B oligo ant: Pyk2 (human) oligomerization antagonism; Q293 cells, Pyk2 FERM NanoBiT luminescence; hits give low values; hit rate 0.83% among 99,000; Q14289; z-score (the deposit names both 25 µM and 10 µM);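 active means Z-score of -3 or lower, scaled per plate to the spread of control and sample wells; inactive means z-score above -3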;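 further: negative z-score means lost luminescence so less FERM oligomerization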
# The depositor's hits bear a star; nt = no result given. Rows are unselected. Share with any hit: about 31%.
cpd	SMILES	CD11b adhes inh	CYP2C9 inhib	MT1-MMP txn act	CYP2C19 inh	CYP2C19 act	CYP2C9 activ	Mac1 fbg enh	PLAP activator	PTK2B oligo ant
1	COc1cccc(C(=O)NCc2cccnc2)c1	26	-19	1.1	21	0.8	1.2	2	1.3	0.02
2	CCn1c2ccccc2c2cc(NC(=O)C/C(C)=N/NC(=O)c3ccccc3N)ccc21	nt	-18	nt	55*	0.5	1.2	nt	1.6	-0.36
3	COC(=O)c1nn(-c2ccccc2)c(Sc2ccc(C)cc2)c1/C=N/O	nt	10	nt	0	1	0.9	nt	0.9	-2.4
4	Cc1nc2ccccc2c(=O)n1CC(=O)N1CCOCC1	nt	-9	1	-13	1.1	1.1	nt	0.9	0.79
5	CCOC(=O)C1CCCN(CCC(C)c2ccccc2)C1 (centres undefined)	-3	10	1	58*	0.4	0.9	2	1.5	-0.35
6	C=CCn1c(SC(C)C(=O)NC2(C#N)CCCCC2)nnc1-c1ccc(OC)cc1 (centres undefined)	-48	26	1.1	38	0.6	0.7	9	1.2	1.3
7	Cc1ccc(C(c2nnnn2Cc2cccs2)N2CCN(Cc3ccc4c(c3)OCO4)CC2)cc1 (centres undefined)	1	40	1.1	62*	0.4	0.6	0	1.8	-2.2
8	O=C(c1ccccc1)c1ccc(CN2C(=O)c3ccccc3C2=O)o1	4	85*	1.1	91*	0.1	0.2	1	1	-0.29
9	COc1ccc(-c2nc(-c3ccccc3)c(-c3cc([N+](=O)[O-])ccc3C)[nH]2)cc1O	nt	74*	1.2	77*	0.2	0.3	nt	1.3	-1.8
10	COc1ccccc1OC(=O)C1CC(=O)N(c2ccc(Cl)cc2)C1 (centres undefined)	-31	35	1.1	44	0.6	0.7	0	1.3	0.29
11	COc1ccc2c(c1)C(NC(C)=O)C(=O)N2C (centres undefined)	-5	1	1.2	-2	1	1	-4	1.1	0.36
12	COc1cccc(CC(=O)n2nc(N)c3cc4ccc(OC)cc4nc32)c1	-3	15	nt	1	1	0.8	-4	1.1	nt
13	COC(=O)Cc1ccc(NC(=O)c2ccc(C(C)(C)C)cc2)cc1	59*	11	nt	24	0.8	0.9	-8	0.8	-1.1
14	O=C(NCc1ccco1)c1cnn2c(C(F)(F)F)cc(-c3ccccc3)nc12	-2	42	1.1	1	1	0.6	1	1.1	-1.1
15	CCn1c2ccccc2c2cc(NC(=O)CSc3nnc(-c4ccc(OC)cc4)n3N)ccc21	nt	24	1.2	18	0.8	0.8	nt	1.2	0.1

# Copied from above: compounds 2 to 3
cpd	SMILES	CD11b adhes inh	CYP2C9 inhib	MT1-MMP txn act	CYP2C19 inh	CYP2C19 act	CYP2C9 activ	Mac1 fbg enh	PLAP activator	PTK2B oligo ant
2	CCn1c2ccccc2c2cc(NC(=O)C/C(C)=N/NC(=O)c3ccccc3N)ccc21	nt	-18	nt	55*	0.5	1.2	nt	1.6	-0.36
3	COC(=O)c1nn(-c2ccccc2)c(Sc2ccc(C)cc2)c1/C=N/O	nt	10	nt	0	1	0.9	nt	0.9	-2.4

# (continued)
cpd	SMILES	CD11b adhes inh	CYP2C9 inhib	MT1-MMP txn act	CYP2C19 inh	CYP2C19 act	CYP2C9 activ	Mac1 fbg enh	PLAP activator	PTK2B oligo ant
16	Cc1ccc(C(=O)CSc2nc3ccccc3c(=O)[nH]2)cc1	2	75*	nt	43	0.6	0.3	1	1.3	-0.15
17	COc1ccc(Br)cc1S(=O)(=O)n1ccnc1C	6	-142	1	99*	0	2.4*	-2	1.1	0.43
18	CCC(=O)Nc1sc2c(c1C#N)CC(C)(C)NC2(C)C	-3	5	1.2	11	0.9	1	-3	1.1	0.38
19	CCCc1nnc(NC(=O)CCC(=O)NCc2ccccc2OC)s1	20	11	1.2	13	0.9	0.9	-1	1.1	1.4
20	CCOC(=O)CSc1nnc(-c2cccs2)n1-c1ccccc1	6	-5	1.1	5	1	1	5	1.1	-0.18
21	COc1cc(OC)cc(C(=O)NCCNC(=O)c2ccccc2)c1	14	46	1.2	53*	0.5	0.5	2	0.9	-0.06
22	CS(=O)(=O)Nc1ccccc1C(=O)NCc1ccco1	-18	49	1.2	25	0.8	0.5	0	1.3	0.14
23	COC(=O)CCc1c(C)[nH]c(C(=O)OCc2ccccc2)c1C	8	36	1.2	62*	0.4	0.6	-3	1	-0.18
24	Cn1nnc(NC(=O)COc2ccc(C3CCCCC3)cc2)n1	23	53*	1.1	39	0.6	0.5	-3	1.2	1.2
25	CN(CC(=O)O/N=C(\N)c1ccccn1)S(=O)(=O)c1cc(Cl)ccc1Cl	-17	-54	nt	14	0.9	1.5	-1	0.9	0.32
26	CCOC(=O)c1c(C)[nH]c(C)c1C(=O)CSc1nnc(-c2ccncc2)n1Cc1ccccc1	-17	98*	1	100*	0	0	-2	1.8	-0.42
27	OC(c1ccccc1)c1nc2ccccc2s1 (centres undefined)	16	-11	1.3	65*	0.3	1.1	-2	0.8	-0.03
28	O=C(COn1nnc2ccc(C(F)(F)F)cc21)Nc1nnc(-c2ccccc2)o1	2	11	1	2	1	0.9	4	1.1	2
29	Cc1cc(C(=O)CSc2nnnn2C)c(C)n1CCc1ccc(Cl)cc1	1	9	1.1	22	0.8	0.9	-4	0.9	0.16
30	Cc1nn(Cc2ccccc2)c(N)c1C#N	-7	1	1.3	15	0.9	1	0	1	0.62
31	O=C(NNc1ccc([N+](=O)[O-])cc1)C12CC3CC(CC(C3)C1)C2	nt	-6	nt	8	0.9	1.1	nt	0.8	0.22
32	CSc1ccc(NC(=O)NCCCN2CCN(c3ccccc3F)CC2)cc1	1	20	1.1	21	0.8	0.8	1	1	0.62
33	S=C(Nc1ccc(Cl)cc1)NC1CC2CCCC(C1)N2C1CC1 (centres undefined)	1	-5	nt	9	0.9	1	-2	1.2	-0.61
34	COc1cccc(-c2nc(CS(=O)CC(=O)NC3CC3)c(C)o2)c1 (centres undefined)	-7	28	1.1	14	0.9	0.7	4	1.6	nt
35	CC(=O)Cc1nsc(NC(=O)c2ccc(-c3ccc(Cl)c(C(F)(F)F)c3)o2)n1	6	-19	1	-26	1.3	1.2	3	0.8	nt
36	O=C(CCc1nc2cccnc2n1Cc1ccccc1)NCCc1ccc(Cl)cc1	-10	69*	1.1	71*	0.3	0.3	2	1.4	-1.1
37	CC(=O)N(C)c1ccc(NS(=O)(=O)Cc2ccccc2)cc1	13	-1	1.2	6	0.9	1	1	1.1	0.41
38	CC(C)Cn1c2c(c(O)c(C(=O)Nc3ccc(F)cc3)c1=O)CCCC2	4	28	1	-15	1.2	0.7	0	1.1	0.86
39	COc1cc2c(cc1OC)CN(C(=O)c1cccs1)CC2	1	5	nt	30	0.7	0.9	2	1	0.43
40	CC(O)(CS(=O)(=O)Cc1ccccc1)C(=O)Nc1cccc(C(F)(F)F)c1 (centres undefined)	nt	6	nt	43	0.6	0.9	nt	0.9	-0.05
41	CC1(C)CC(=O)c2c(-c3cccs3)n[nH]c2C1	-3	52*	nt	79*	0.2	0.5	-8	1.2	-0.58
42	Cc1ccc[n+](CC(=O)c2cc3ccccc3oc2=O)c1	nt	6	nt	3	1	0.9	nt	1.3	0.97
43	CCOC(=O)c1[nH]c2ccc(OC)cc2c1NC(=O)OC	4	-7	1.1	0	1	1.1	-3	1	0.04
44	COc1ccccc1Nc1nnc(SCC(=O)Nc2cc(C)on2)s1	1	-16	nt	2	1	1.2	16	0.7	0.06
45	COc1ccc(CCNC(=O)C(C)OC(=O)c2ccco2)cc1OC (centres undefined)	-6	40	1	34	0.7	0.6	-4	0.9	1.4
46	CC(=O)N1N=C(c2ccc(Cl)cc2)OC1c1ccc(C(C)C)cc1 (centres undefined)	nt	22	1.6	55*	0.5	0.8	nt	1.2	-0.22
47	Cc1cccc(-n2ccnc2SCC(=O)Nc2cc(C)on2)c1	nt	16	1	25	0.8	0.8	nt	1.4	0.59
48	Cc1ccccc1NC(=O)CSc1nnc(-c2ccco2)c(-c2ccco2)n1	-2	77*	1.2	50	0.5	0.2	0	1.2	-0.27
49	COc1ccc(N2CCC(CNC(=O)Nc3ccccc3)C2)cc1 (centres undefined)	8	38	1.1	60*	0.4	0.6	-7	0.9	0.08
50	CCn1c(C(=O)NCc2cccnc2)cc2sc(Cl)cc21	-10	90*	1	99*	0	0.1	4	1.7	-2
51	CS(=O)(=O)c1cccc(C(=O)NC(c2ccccc2)c2ccccc2)c1	14	97*	nt	75*	0.3	0	3	1.2	0.23
52	Cc1cccc(NC(=O)CSc2nnc(-c3ccc(S(=O)(=O)N4CCOCC4)cc3)n2C)c1	-6	52*	1.1	99*	0	0.5	-2	1.5	0.51
53	COc1ccc(N2C(=O)CC(N3CCCC4CCCCC43)C2=O)cc1 (centres undefined)	-5	-45	1.1	-10	1.1	1.4	0	1.1	0.14
54	CCOc1cc(CNc2ccc(OC)cc2)cc(Br)c1OCC(=O)NC(C)(C)C	-9	59*	nt	52*	0.5	0.4	6	1	-1.6
55	Nc1nc(-c2cccnc2)nn1C(=O)Cc1ccccc1	-30	8	0.9	7	0.9	0.9	7	0.9	-0.34
56	COc1ccc2c(c1)C(=O)N(c1ccccc1OC)C(=O)C2(C)C	2	63*	1.1	84*	0.2	0.4	4	1	0.01
57	CCOC(=O)c1cc2c(C)n(-c3ccc(C)cc3)c(C)c2ccc1=O	16	59*	nt	39	0.6	0.4	-9	1	-0.67
58	CC(=O)Nc1ccc(NC(=O)COC(=O)Cc2cccs2)cc1	-39	10	1.2	11	0.9	0.9	-2	1.2	0.07
59	CC1(C)NC(=O)N(CC(O)COc2ccccc2C(=O)Nc2ccccc2)C1=O (centres undefined)	-4	33	1	28	0.7	0.7	-4	1.1	0.46
60	Cn1c(C(=O)N2CCCc3ccccc32)cc2sccc21	-3	31	1.2	71*	0.3	0.7	1	1.1	-1
61	O=C(Nc1nnc(CCS(=O)(=O)c2ccc(Br)cc2)s1)c1ccc([N+](=O)[O-])cc1	nt	-11	nt	-8	1.1	1.1	nt	1.1	0.23
62	Nc1ccc(S(=O)(=O)N2CCCc3ccccc32)cc1	2	-273	1.1	74*	0.3	3.7*	-2	1	nt
63	CCOc1ccccc1NC(=O)NC1(C(=O)N2CCOCC2)CCCCC1	-2	48	1.1	7	0.9	0.5	-1	1.3	-0.02
64	Cn1cccc1/C=N/n1c(-c2ccc(C(C)(C)C)cc2)n[nH]c1=S	8	11	nt	2	1	0.9	0	0.9	-1.2
65	CCc1ccc(N2C(=O)c3ccc4c5c(ccc(c35)C2=O)CC4)cc1	nt	19	nt	29	0.7	0.8	nt	1	-0.89
66	Cc1cc(C)c(C(N)=O)c(SCC(=O)c2ccc(Cl)cc2)n1	nt	34	nt	37	0.6	0.7	nt	1	2.4
67	O=C(Nc1nc(NC(=O)c2ccco2)n(-c2ccccc2)n1)c1ccccc1	nt	6	1	-10	1.1	0.9	nt	1.6	-0.97
68	CC12CN3CC(C)(CN(C1)C3c1ccc(Br)cc1O)C2 (centres undefined)	12	6	1.1	22	0.8	0.9	-1	0.9	0.53
69	COc1ccc(NC(=O)C2C(=O)N(CCO)C3(C)CC2c2ccccc2O3)cc1 (centres undefined)	-6	-1	1.3	2	1	1	1	1.2	-0.82
70	CCOc1ccc(-n2cnnn2)cc1S(=O)(=O)NCc1ccccc1	-24	-4	1	27	0.7	1	-2	0.9	0.86
71	Cc1ccccc1N1CCN(C(=O)c2ccccc2NC(=O)C2CC=CCC2C(=O)O)CC1 (centres undefined)	-18	37	nt	16	0.8	0.6	-1	1.6	0.33
72	CC(=O)C1=C(O)C(=O)N(Cc2ccco2)C1c1ccc2c(c1)OCO2 (centres undefined)	7	-7	1.1	-4	1	1.1	-1	0.9	1.3
73	COC(=O)c1nn(-c2ccccc2)c(Sc2ccc(Br)cc2)c1/C=N/O	-15	73*	nt	39	0.6	0.3	3	1.1	-1.1
74	CCOC(=O)C1=C(O)c2ccccc2C(=O)/C1=C\c1ccc(CC)cc1	96	97*	nt	89*	0.1	0	-8	0.8	-0.87
